Assay outcomes from PubChem.
HCV inh – HCV inhibition | Huh7.5.1 HCVcc-Cre infection, luciferase reporter, 44 h | Potency, µM (highest dose often 41.8 µM), for the others: at the highest dose activity change, negative = inhibition, hits mostly inhibitors | 3.4% of 340,000 active | AID 651820; further: potency means the concentration at half of the fitted maximal effect
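Antiviral activity was scored by luciferase reporter output from cells infected with HCVcc-Cre (~0.5 moi) in presence of compound, 44 h infection period, cells seeded 1,000/well 4 h prior.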
AmpC inh no detg – blocks E. coli AmpC beta-lactamase in detergent-free assay | AID 485341 | Potency, µM (top dose mostly 57.1 µM), for the others: at the highest dose activity change, negative = inhibition, most hits filed as inhibitors | AmpC nitrocefin hydrolysis, absorbance 480 nm, 0.0001% Triton | P00811 | 0.52% of 330,000 active;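 further: potency means the concentration at half of the fitted maximal effect; plate controls were no compound for no effect and no enzyme for full effect; nearly all actives have a fitted effect of over 20% in size; some results filed as inactive show a strong effect at the top dose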
Target sequence (P00811 whole entry, looked up): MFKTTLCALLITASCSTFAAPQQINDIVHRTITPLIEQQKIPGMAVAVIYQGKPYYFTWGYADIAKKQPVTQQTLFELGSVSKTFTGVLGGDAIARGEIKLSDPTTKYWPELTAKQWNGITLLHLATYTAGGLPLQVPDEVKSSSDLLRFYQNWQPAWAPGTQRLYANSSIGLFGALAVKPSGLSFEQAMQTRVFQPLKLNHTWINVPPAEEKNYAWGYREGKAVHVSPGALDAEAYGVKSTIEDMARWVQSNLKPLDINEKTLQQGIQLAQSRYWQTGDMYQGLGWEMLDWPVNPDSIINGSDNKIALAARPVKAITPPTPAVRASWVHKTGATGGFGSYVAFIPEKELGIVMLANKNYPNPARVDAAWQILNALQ
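AmpC (5.3 nM in the dispensed reagent) in 20 mM phosphate pH 7.0 with 0.01% (detergent screen) or 0.0001% Triton X-100 was preincubated with compounds for 15 min at room temperature. Nitrocefin was then added from an 800 uM solution, and hydrolysis was followed at 480 nm.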
TbPYK inhibitor – inhibitors of Trypanosoma brucei pyruvate kinase | Q57TT1 | 0.12% of 410,000 active | AID 624173 | TbPYK enzyme, Kinase-Glo Plus ATP luminescence, 45 min | Potency, µM (top dose mostly 76.8 µM), for inactives: top-dose activity, negative = inhibition, most hits filed as inhibitors; further: potency means the concentration at half of the fitted maximal effect; nearly all actives have a fitted effect of over 50% in size
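Luminescent Kinase-Glo Plus end-point after 45 min room-temperature reaction of T. brucei pyruvate kinase started with 130 uM ADP (final). Buffer TEA 50 mM pH 7.2 with KCl, MgCl2, BSA, Tween-20; titration-based qHTS with fitted concentration-effect curves.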
AmpC detergent – inhibitors of E. coli AmpC beta-lactamase with detergent | 0.041% of 370,000 active | AmpC hydrolysis of nitrocefin, absorbance 480 nm, 0.01% Triton | Potency, µM (highest dose often 114 µM), inactives show at the top dose activity change, negative = inhibition, hits mostly inhibitors | AID 485294;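 further: potency means the concentration at half of the fitted maximal effect; 0% = no-compound wells and -100% = no-enzyme wells; nearly all actives have a fitted effect of over 25% in size; some results filed as inactive show a strong effect at the top dose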
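AmpC (5.3 nM in the dispensed reagent) in 20 mM phosphate pH 7.0 with 0.01% (detergent screen) or 0.0001% Triton X-100 was preincubated with compounds for 15 min at room temperature. Nitrocefin was then added from an 800 uM solution, and hydrolysis was followed at 480 nm.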
LmPK inhibitor – LmPK (Leishmania mexicana) enzyme inhibition; 0.37% of 290,000 active; Q27686; purified LmPK, Kinase-Glo ATP luminescence, 1 h; Potency, µM (top dose mostly 57.5 µM), for inactives: top-dose activity change, negative = inhibition, actives largely listed as inhibitors; further: potency means the concentration at half of the fitted maximal effect
Target sequence (Q27686 whole entry, looked up): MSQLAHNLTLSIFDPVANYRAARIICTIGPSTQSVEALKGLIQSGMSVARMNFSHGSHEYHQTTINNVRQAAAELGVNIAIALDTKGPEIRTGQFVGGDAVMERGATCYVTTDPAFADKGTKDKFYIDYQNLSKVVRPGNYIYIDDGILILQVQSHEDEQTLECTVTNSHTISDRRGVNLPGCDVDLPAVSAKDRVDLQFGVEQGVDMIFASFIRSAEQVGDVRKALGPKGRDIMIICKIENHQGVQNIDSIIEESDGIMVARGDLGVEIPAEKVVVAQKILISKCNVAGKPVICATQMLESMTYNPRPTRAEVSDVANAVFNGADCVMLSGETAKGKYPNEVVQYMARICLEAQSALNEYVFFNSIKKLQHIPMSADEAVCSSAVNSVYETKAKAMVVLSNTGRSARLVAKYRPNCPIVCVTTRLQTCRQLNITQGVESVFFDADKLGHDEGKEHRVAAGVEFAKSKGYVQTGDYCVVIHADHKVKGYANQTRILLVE
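Purified LmPK (0.1 nM) converted ADP (0.1 mM) to ATP with PEP (0.5 mM) in imidazole buffer pH 7.2 with KCl and MgCl2, 1 h at room temperature. ATP was read by Kinase-Glo luminescence; data normalized to uninhibited and no-enzyme controls.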
HCMV antiviral – inhibitors of human cytomegalovirus; AID 1259415; activity change, negative = inhibition, % at 57.5 µM; HFF cells, HCMV-luciferase reporter, 72 h; hits give low values; 4.5% of 410,000 active; in the data active means activity change below about -60%; inconclusive means no clear call, values can overlap the other calls; inactive means above about -39%
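Cell-based, HFFs, 1000 cells/well, 16 h 37C; cpds in DMSO + HCMV-luc, MOI 1 PFU/cell; 72 h 37C; OneGlo luminescence after 5 min RT; norm. to buffer vs Salinomycin 10uM.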
AMA1 RON2 block – AMA1-RON2 (P. falciparum) interaction inhibition; AlphaScreen AMA1-biotinylated RON2 peptide binding; 0.2% of 360,000 active; Potency, µM (series often up to 58.2 µM), inactives show at the highest dose activity change, negative = inhibition, hits mostly inhibitors;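 further: potency means the concentration at half of the fitted maximal effect; 0% = vehicle wells and -100% = peptide control; nearly all actives have a fitted effect of over 45% in size; some results filed as inactive show a strong effect at the top dose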
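AMA1 (3D7) with his tag at 25 nM final met compounds first, then biotinylated RON2 peptide at 25 nM; detection used donor plus acceptor beads, 10 µg/mL apiece, read by AlphaScreen after 30 min at room temperature.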
The depositor's hits bear a star; ? = inconclusive; nt = not tested or not shown; & = joins results of further samples; [ ] = remark or other dose. Unless noted, the call rests on the fitted dose curve; in most records, active means well fitted curve in the direction sought with a large enough effect; inconclusive means small, poorly fitted or top-dose-only effect, or another doubt; inactive means no such curve, though single readings can be large; an effect the other way counts as inactive or inconclusive. Unless noted, on the % scale 0 is the no-effect control and ±100 the full control effect. Compounds were not picked by outcome; 7.5% or so of the library scored in one or more.

Every second line gives: HCV inh	AmpC inh no detg	TbPYK inhibitor	AmpC detergent	LmPK inhibitor	HCMV antiviral	AMA1 RON2 block
- Cc1cc(CNC(=O)C2CCC(=O)N(Cc3cccc(C(F)(F)F)c3)C2)no1 (stereo not drawn)
    nt	5%	-2%	0%	0%	-6	6%
- COc1ccc(S(=O)(=O)N(C)C[C@H]2Oc3ncc(C#CC4(O)CCCC4)cc3C(=O)N([C@@H](C)CO)C[C@@H]2C)cc1
    nt	nt	8%	nt	nt	9	-4%
- C(=N\Nc1nc(Nc2ccccc2)nc(N2CCOCC2)n1)/c1c[nH]c2ccccc12
    3.5µM*	-8%	-5%	-7%	-2%	1	30%
- CCN(CC)CCC(c1cc(OC)c(OC)c(OC)c1)c1c(OC)cc(OC)c2c(C)cc(=O)oc12 (stereo not drawn)
    7%	134%[activator]	1%	5%	4%	1	-2%
- O=C(CSc1nnc(-c2ccccn2)n1Cc1ccccc1)N1CCOCC1
    23%	8%	2%	-9%	-5%	-19	1%
- Cc1cc(C(=O)COC(=O)c2ccc(NC(=O)CC#N)cc2)c(C)n1CC(F)(F)F
    nt	nt	0%	nt	nt	-2	-8%
- C=CCn1c(C)cc(-c2csc(NC(=O)CCc3nc4ccccc4c(=O)[nH]3)n2)c1C
    -11%	-29%	1%	-12%	nt	-15	7%
- Cc1ccc(Cl)cc1NC(=O)Cn1c(=O)n(Cc2ccc(C(=O)NCc3ccc4c(c3)OCO4)cc2)c(=O)c2ccccc21
    nt	nt	6%	26%	nt	-2	nt
- O=C(CSc1nccn1-c1ccccc1)NCc1ccc2c(c1)OCO2
    ?	-8%	-6%	?	6%	15	26%
- COC(/C(=N/O)c1ccc(Cl)cc1)c1ccccc1 (stereo not drawn)
    -13%	-34%	6%	1%	-1%	-94*	-19%
- Cc1ccc(S(=O)(=O)NCCC(=O)N2CCCCC2)cc1
    nt	-5%	nt	-11%	0%	nt	nt
- CCOC(=O)C1CCCN(C(=O)c2cccc(S(=O)(=O)N(C)c3ccc(C)cc3)c2)C1 (stereo not drawn)
    ?	137%[activator]	1%	?	nt	-2	-1%
- Cc1ccc(/C=C2\SC(=S)N(CC3CCCO3)C2=O)o1 (stereo not drawn)
    -6%	-49%	?	3%	-7%	-85*	?
- O=C(NCc1cccs1)c1ccc2c(c1)N(Cc1cccc(F)c1)C(=O)c1ccccc1S2
    nt	nt	4%	5%	nt	18	nt
- CC1CCN(c2nc(CN3CCCCC3)nc3scc(-c4ccccc4)c23)CC1
    ?	8%	0%	-13%	4%	?	-14%
- O=C(CN1CCOCC1)NN1CC(=O)N(c2ccc(Cl)cc2)CC1=O
    8%	-16%	3%	4%	-5%	54	4%
- COc1ccc(CCNC(=O)CSCc2ccc([N+](=O)[O-])cc2)cc1
    -12%	-7%	0%	-18%	1%	-8	21%
- OCCNC(=S)NCCc1ccccc1
    4%	-15%	-3%	3%	-1%	?	-7%
- CCNC(=O)COC(=O)c1ccc(-n2nc(C)cc2C)cc1
    10%	-11%	4%	0%	2%	-26	-3%
- CNC(=O)c1csc(-c2ccc(Cl)cc2)n1
    4%	-5%	-2%	-6%	-7%	-24	0%
- COc1ccc(CCn2c(C)cc(C(=O)CSc3nnc(N)s3)c2C)cc1
    -27%	-36%	-2%	1%	-2%	nt	4%
- COc1ccc(C2C(C(=O)N3CCN(c4ccccn4)CC3)CCC(=O)N2c2cc(OC)c(OC)c(OC)c2)cc1 (stereo not drawn)
    5%	125%[activator]	-10%	5%	-2%	?	-2%
- O=C(OCC(=O)N1CCCC1=O)c1cccc([N+](=O)[O-])c1
    25%	-1%	2%	-1%	-9%	3	-11%
- C=CCNCCCOc1ccc(C(C)(C)c2ccccc2)cc1
    ?	19%	1%	-4%	0%	-13	-22%
- COc1ccc(COc2cccnc2N)cc1
    -5%	-6%	-4%	-6%	-12%	24	2%
- O=C(CN1CCN(Cc2ccc(Cl)cc2)CC1)N/N=C/c1cccs1
    ?	27%	0%	1%	5%	-21	11%
- O=C(Nc1ccc2c(c1)OCO2)C(c1ccc(Cl)cc1)N1CCN(C(=O)c2ccco2)CC1 (stereo not drawn)
    8%&-13%	35%	2%	-14%	2%	46	?
- CCCCNS(=O)(=O)c1ccc2nc(NC(=O)c3cccnc3)sc2c1
    nt	nt	-1%	-4%	nt	-9	nt
- COc1ccc(NC(=O)[C@@H](NC(=O)N2C[C@H]3C[C@@H](C2)c2cccc(=O)n2C3)C(C)C)cc1OC
    24%	-16%	-9%	?	-1%	8	8%
- Cc1ccc(Nc2cc(C)c3ccc(O)cc3n2)cc1C
    10µM*	-40%	0%	2%	7%	-33	-5%
- CC(C)(C)c1cc2cccnc2n1Cc1ccccc1
    -12%	-9%	0%	0%	1%	-11	-12%
- CCC(=O)N1c2ccc(S(=O)(=O)N3CCN(c4ccccc4Cl)CC3)cc2CC1C (stereo not drawn)
    ?	39%	0%&-7%	4%&2%	-5%	-32&-19	-9%
- Cc1cc(Oc2ccccc2)nc2ccc(O)cc12
    nt	-29%	nt	-8%	2%	nt	nt
- Cn1c(N2CCN(C(=O)C34CC5CC(CC(C5)C3)C4)CC2)nc2ccccc21
    0%	-31%	nt	?	0%	nt	nt
- Cc1ccc(N(CC(=O)NCc2ccncc2)S(C)(=O)=O)cc1Cl
    20%	-7%	3%	-4%	2%	25	-11%
- Cc1cccc(N2CCN(c3nc4ccccc4c(=O)n3-c3ccc(Cl)cc3)CC2)c1C
    nt	nt	-4%	-1%	nt	-6	nt
- CSc1ccc(C(=O)C2CCCN(C(=O)CCn3cncn3)C2)cc1 (stereo not drawn)
    nt	4%	4%	?	1%	-14	15%
- CCOC(=O)c1cnc(-c2ccccc2)nc1Oc1ccc(Cl)c(Cl)c1
    11%	-13%	-2%	-5%	-2%	72	1%
- CCOC(=O)C1CCN(S(=O)(=O)c2cccc(-c3cn4cccc(C)c4n3)c2)CC1
    ?	53%	0%	?	-4%	29	-15%
- Cn1cc(S(=O)(=O)N2CCOCC2)cc1C(=O)Nc1cccc(C#N)c1
    nt	nt	3%	?	nt	25	nt
- CC(=O)Nc1ccc2nc(NC(=O)c3ccco3)sc2c1
    -11%	-7%	5%	?	-15%	137	0%
- CCN(CC)S(=O)(=O)c1ccc2oc(SCC(=O)NCc3ccccc3)nc2c1
    ?	-25%	-8%	-3%	-4%	-3	2%
- CC(=O)Nc1cc2c(cc1Cl)-c1ccccc1C2O (stereo not drawn)
    5%	nt	0%	nt	nt	-9	22%
- CN1/C(=C\C(=O)c2cccc([N+](=O)[O-])c2)Sc2ccccc21
    10%	-19%	-10%	-2%	0%	-9	2%
- O=C(C1CCN(c2ncnc3c2nc2n3CCCCC2)CC1)N1CCN(c2ccc(Cl)cc2)CC1
    nt	nt	0%	1%	nt	?	nt

Compound profiles (already shown):
`CN1/C(=C\C(=O)c2cccc([N+](=O)[O-])c2)Sc2ccccc21` is entered as HCV inh = 10%; AmpC inh no detg = -19%; TbPYK inhibitor = -10%; AmpC detergent = -2%; LmPK inhibitor = 0%; HCMV antiviral = -9; AMA1 RON2 block = 2%
`Cc1ccc(N(CC(=O)NCc2ccncc2)S(C)(=O)=O)cc1Cl` is entered as HCV inh = 20%; AmpC inh no detg = -7%; TbPYK inhibitor = 3%; AmpC detergent = -4%; LmPK inhibitor = 2%; HCMV antiviral = 25; AMA1 RON2 block = -11%

(listing goes on)
Every second line gives: HCV inh	AmpC inh no detg	TbPYK inhibitor	AmpC detergent	LmPK inhibitor	HCMV antiviral	AMA1 RON2 block
- CCOC(=O)c1c(C)[nH]c(C(=O)OCC(=O)N(CC(C)C)C2CCS(=O)(=O)C2)c1C (stereo not drawn)
    ?	155%[activator]	-1%	-5%	nt	-3	3%
- O=C(O)c1ccc(Nc2ccc3nonc3c2[N+](=O)[O-])cc1
    15%	2%	-8%	-13%	0%	16	-10%
- COc1ccc(Nc2nc3ccccc3c(=O)[nH]2)cc1
    6%	-8%	?	-1%	-3%	26	-9%
- O=C(CF)NC(NC(=S)Nc1cccc([N+](=O)[O-])c1)C(Cl)(Cl)Cl (stereo not drawn)
    -8%	-43%	-11%	0%	7%	-70*	-14%
- COc1ccc(Nc2ncc3c(n2)CCN(Cc2cccc(F)c2F)C3)c(OC)c1
    nt	nt	0%	12%	nt	3	nt
- Cc1ccccc1NS(=O)(=O)c1cc(C(=O)Nc2ccccc2-c2ccccc2)ccc1Cl
    11µM*	-28%	3%	-10%	5%	8	-8%
- CC(C)(C)NC(=O)COC(=O)C1c2ccccc2Oc2ccccc21
    8%	44%	1%	-8%	6%	1	-9%
- CCC(=NCc1ccco1)c1c(O)n(Cc2ccccc2)c(=O)[nH]c1=O
    -9%	0%	-11%	-6%	2%	-27	2%
- CCOC(=O)c1cnn(-c2c(Cc3ccccc3)c(C)nc3c(-c4ccccc4)c(C)nn23)c1N
    ?	-26%	9%	-8%	4%	-12	-6%
- C[C@@H]1C(=O)O[C@H]2C[C@@]34[C@H]5C[C@@H](C(C)(C)C)[C@]36[C@@H](OC(=O)[C@@H]6O)O[C@@]4(C(=O)O5)[C@]21O
    -7%	-10%	4%	-5%	6%	nt	4%
- O=S(=O)(Nc1c(O)ccc2ccccc12)c1ccc(F)cc1
    -12%	nt	-10%	nt	nt	3	4%
- N#Cc1ccc(NC(=O)C2=COCCO2)cc1
    -7%	-6%	3%	5%	nt	-1	0%
- COC1=C(Br)C(=O)c2nc(C)ccc2C1=O
    nt	nt	-6%	nt	nt	12	-25%
- CCOC(=O)c1cc(-c2ccc(F)cc2)nc2c1c(=O)[nH]c(=O)n2Cc1ccccc1
    ?	-13%	6%	-6%	-2%	-13	-6%
- CCOC1=C2CN(S(=O)(=O)c3ccc(C)cc3)[C@H](c3ccccc3)C[C@H]2n2c(=O)n(-c3ccccc3)c(=O)n2C1
    nt	nt	-15%	nt	nt	-13	0%
- Cc1ccc(NS(=O)(=O)c2ccc3c(c2)NC(=O)CCS3)cc1C
    -9%	-10%	4%&-6%	1%&12%	15%	?	0%
- CN(C)CCCNc1ncnc2c1cnn2Cc1ccccc1Cl
    ?	-4%	-6%	-1%	2%	26	-6%
- COc1ccc([C@@H]2[C@@H]3C(=O)N(C(C)(C)C)C(=O)[C@@H]3[C@]3(C)C(=O)N(c4ccc(C)cc4)C(=O)N23)cc1
    21%	148%[activator]	0%	-14%	-2%	-12	-6%
- CCCCSc1ncnc2c1sc1nc(N3CCOCC3)c3c(c12)CCCC3
    nt	nt	1%	2%	nt	1	nt
- Cc1cc(F)c(F)c(C(=O)N2C(C)CCCC2C)c1Cl (stereo not drawn)
    9%	-4%	1%	8%	-3%	?	0%
